# Screening results (PubChem)
# CHRM4 PAM – CHRM4 positive allosteric modulation | P08173 | CHO-K1 hM4/Gqi5, Fluo-8 calcium fluorescence, ACh EC20; 0% = ACh EC20, 100% = maximal ACh | activation, % at 3 µM | 0.4% of 360,000 active | AID 624126;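 active = activation above its plate's cutoff, the mean activation of sample wells plus 3 SD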; also: some results filed as inactive read as strong as hits
# Target sequence (P08173 whole entry, looked up): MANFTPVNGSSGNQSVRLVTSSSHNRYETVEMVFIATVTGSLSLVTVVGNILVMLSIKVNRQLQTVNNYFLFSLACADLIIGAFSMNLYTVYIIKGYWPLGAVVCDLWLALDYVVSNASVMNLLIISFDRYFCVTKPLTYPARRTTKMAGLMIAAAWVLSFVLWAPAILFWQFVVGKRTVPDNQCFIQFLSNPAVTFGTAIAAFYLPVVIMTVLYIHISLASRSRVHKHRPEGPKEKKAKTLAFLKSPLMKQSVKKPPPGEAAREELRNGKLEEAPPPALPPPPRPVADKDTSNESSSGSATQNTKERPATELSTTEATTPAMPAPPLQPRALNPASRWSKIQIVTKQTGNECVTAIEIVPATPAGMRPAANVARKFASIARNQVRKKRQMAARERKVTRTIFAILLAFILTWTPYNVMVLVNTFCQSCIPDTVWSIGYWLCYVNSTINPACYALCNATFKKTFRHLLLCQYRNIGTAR
# M4 ag – agonists of human muscarinic M4 receptor (CHRM4); 0.14% of 360,000 active; CHO-K1 hM4/Gqi5, Fluo-8 calcium fluorescence; vehicle 0%, full acetylcholine response 100%; P08173; activation, % at 3 µM;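 active = activation above the run mean over all test wells plus 3 SD, cut at about 32% in these data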;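 also: peak over basal fluorescence ratio per well then scaled between controls; 0% = DMSO wells and 100% = acetylcholine at EC100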
# M5 PAM – positive allosteric modulators of human muscarinic M5 receptor; P08912; CHO-K1 hM5, Fluo-8 calcium, ACh EC20 PAM; 0% = ACh EC20, 100% = ACh EC100; activation, % at 3 µM; 0.3% of 360,000 active; AID 624038;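 active = activation above the run cutoff, the mean activation of all test compounds plus 3 SD, cut at about 18% in these data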
# Target sequence (P08912 whole entry, looked up): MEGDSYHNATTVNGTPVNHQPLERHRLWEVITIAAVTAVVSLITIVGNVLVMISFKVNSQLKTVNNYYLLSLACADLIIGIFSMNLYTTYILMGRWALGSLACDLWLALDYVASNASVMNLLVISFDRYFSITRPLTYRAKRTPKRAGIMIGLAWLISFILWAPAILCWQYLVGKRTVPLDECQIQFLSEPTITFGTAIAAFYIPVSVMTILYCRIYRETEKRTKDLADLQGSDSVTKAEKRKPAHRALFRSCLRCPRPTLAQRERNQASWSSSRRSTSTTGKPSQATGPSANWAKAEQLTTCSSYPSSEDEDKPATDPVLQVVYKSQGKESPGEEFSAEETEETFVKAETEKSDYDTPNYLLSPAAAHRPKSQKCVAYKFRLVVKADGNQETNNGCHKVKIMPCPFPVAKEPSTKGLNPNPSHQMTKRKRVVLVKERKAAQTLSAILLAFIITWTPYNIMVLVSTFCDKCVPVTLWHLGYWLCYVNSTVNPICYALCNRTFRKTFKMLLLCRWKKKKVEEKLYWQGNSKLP
#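 Measured by: Fluo-8 calcium fluorescence; material: human M5 receptor in CHO-K1 cells; schedule: Post-acetylcholine fluorescence recording 140 s; benchmarks: low control EC20 acetylcholine (0%), high control EC100 acetylcholine (100%); read-out: Max/basal fluorescence ratio as % of EC20–EC100 ACh window; compound: single dose, 3 µM nominal final test concentration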
# CRFR2-BP ag – agonists of human CRF-binding protein/CRF-R2 receptor complex; activation, % at 13.2 µM; HEK293 CRF-R2/CRF-BP, calcium dye fluorescence (FLIPR); percent of saturating CRF peptide response; 0.46% of 350,000 active;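 active = activation of at least 50%, plus an integration ratio under a set limit after plate pattern correction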;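 also: plate controls were neutral control wells without compound for no effect and CRF at EC100 for full effect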
# CHRM5 agonist – agonists of human muscarinic M5 receptor (CHRM5). P08912. CHO-K1 hM5 cells, Fluo-8 calcium fluorescence; 0% DMSO wells, 100% maximal acetylcholine response. activation, % at 3 µM. 0.19% of 360,000 active. AID 624037;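 active = activation above the run's mean over test compounds plus 3 SD, cut at about 23% in these data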;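 also: signal is peak over basal fluorescence ratio across the kinetic read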
# M5 antag – CHRM5 antagonism in calcium assay; inhibition, % at 3 µM; 0.59% of 360,000 active; P08912; CHO-hM5 cells, Fluo-8 calcium fluorescence, ACh EC80;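 active = inhibition above a per-plate cutoff, the mean of that plate's test compounds plus 3 SD, cut at about 27% in these data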;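 also: 0% = acetylcholine EC80 with DMSO and 100% = DMSO without agonist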
# CRFR2-BP antag – antagonists of CRF-binding protein/CRF-R2 receptor complex | 0.59% of 350,000 active | inhibition, % at 11.8 µM | AID 588475 | HEK293 CRF-R2/CRF-BP, CRF-induced calcium fluorescence;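 active = inhibition of the ligand-induced calcium signal above about 50% at the single tested concentration, limit read from the data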
# M4 antag – antagonists of human muscarinic M4 receptor (CHRM4). 0.73% of 360,000 active. inhibition, % at 3 µM. CHO-hM4 cells, ACh EC80, Fluo-8 calcium fluorescence. AID 624125. P08173;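 active = inhibition above its plate's cutoff, the mean inhibition of sample wells plus 3 SD, cut at about 27% in these data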;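 also: 0% = acetylcholine EC80 with DMSO and 100% = DMSO without agonist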
# IDE inh – cellular human IDE inhibition. HEK cells, FAbetaB cleavage, fluorescence polarization. 0.41% of 320,000 active. P14735. inhibition, % at 5.59 µM. AID 434962;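 active = percent inhibition above the average of all tested compounds plus 3 SD, set per screening campaign, cut at about 16% in these data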;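 also: IDE supplied by intact live HEK cells; FP after avidin binding of uncleaved biotin substrate so inhibition keeps polarization high; 0% = DMSO wells and 100% = 60 µM reference IDE inhibitor Ii1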
# Numbers without * were called inactive; . = not tested or not shown.
CHRM4 PAM	M4 ag	M5 PAM	CRFR2-BP ag	CHRM5 agonist	M5 antag	CRFR2-BP antag	M4 antag	IDE inh	Compound
2	6	-4	-1.1	5	4	1	-7	1	CCOc1ccc(CCNC(=O)COC(=O)COc2ccc(C(=O)CC)cc2)cc1OCC
-6	3	-1	-1.3	-1	5	66*	5	2	COc1ccc(/C=C/c2nc(-c3ccccc3)cc(=O)[nH]2)cc1
-17	3	-30	-0.4	-12	39*	6	11	-1	CCCCOc1cccc(C(=O)Nc2ccc(N3CCN(CC)CC3)cc2)c1
-7	1	-2	2.7	-4	-6	-21	2	1	Clc1ccc(N/N=C/c2cccs2)nn1
7	3	6	-2.4	-6	-10	-19	-4	-1	CCOC(=O)N/N=C/c1cn(Cc2ccc(F)cc2)c2ccccc12
0	0	12	-1.4	0	-10	-18	-3	0	CC1=C([N+](=O)[O-])C(c2ccc3c(c2)OCO3)N(C)C(=O)N1C (stereo unspecified)
4	0	-4	8.7	0	3	-15	-3	-2	O=C(COc1ccc(F)cc1)Nc1nnc(C2CC2)s1
-18	5	-8	2.7	-6	-2	-23	14	0	Cc1ccc(OCCCCNC2CCCC(C)C2C)c(C)c1 (stereo unspecified)
-3	-1	-2	-1.1	2	0	16	-8	3	COc1ccc2c(c1)c1nc(SCC(C)C)n(CCO)c(=O)c1n2C
0	0	-2	1.1	-2	7	-5	-3	-1	Cc1ccc(NC(=O)c2sc(Cl)nc2C)c(C)c1
3	1	-3	5.3	-3	12	7	-2	-4	Oc1ccc2ccccc2c1CNc1ccccn1
10	5	1	-0.6	1	5	12	-3	3	O=C(NCC1COc2ccccc2O1)c1ccc(-n2cncn2)c([N+](=O)[O-])c1 (stereo unspecified)
-5	8	-6	-1.6	-2	5	-13	7	3	COc1ccccc1N1CCN(S(=O)(=O)CCNC(=O)C2CC(=O)N(c3ccccc3)C2)CC1 (stereo unspecified)
10	1	3	0.1	0	-4	2	-4	0	CCN(C(=O)COn1nnc2ccc(S(=O)(=O)N(C)C)cc21)C1CCS(=O)(=O)C1 (stereo unspecified)
5	-1	-5	-3.8	-2	2	38	5	-6	CC(NC(=O)/C=C/c1ccco1)c1nc2ccccc2n1Cc1cccc(Cl)c1 (stereo unspecified)
2	0	-8	0.4	-3	18	4	2	1	C/C(=N\NC(=O)c1ccc(OC2CCCC2)cc1)c1ccc(C)s1
-5	0	-8	-1.4	1	13	9	8	3	CC1(C)CC(NS(=O)(=O)c2ccc(Cl)cc2)CC(C)(C)N1
-6	2	-2	0.9	1	6	4	13	3	CCOC(=O)C1(Cc2cccc(OC)c2)CCCN(C(=O)c2ccc(OC)o2)C1 (stereo unspecified)
3	2	2	0.2	0	-1	5	-3	-1	COc1cc(OC)c(C(=O)OCC(=O)Nc2c(C)n(C)n(-c3ccccc3)c2=O)cc1OC
7	-1	5	0.3	-2	-8	14	-4	-5	Fc1ccc(-c2csc(/C=C/c3ccc4c(c3)OCO4)n2)cc1
-3	1	-3	-0.5	4	2	29	2	-5	CCOc1ccc(N2CC(C(=O)Oc3ccccc3)CC2=O)cc1 (stereo unspecified)
-4	1	3	0.6	2	11	-9	5	-1	CCN1C(=O)C(=O)N(CC(=O)c2[nH]c(C)c(C(C)=O)c2C)C1=O
5	14	-1	1.4	1	-9	-29	0	1	O=C(Nc1ccc(S(=O)(=O)N2CCOCC2)cc1)C1COc2ccccc2O1 (stereo unspecified)
-2	1	3	-0.7	-2	13	-5	-10	1	O=C(CN1CCN(Cc2ccc3c(c2)OCO3)CC1)Nc1cc(S(=O)(=O)N2CCCC2)ccc1Cl
11	7	-1	-5.4	3	5	-13	1	19*	CCc1cc(C(=O)NNC(=S)NC(C)c2ccccc2)cs1 (stereo unspecified)
1	0	1	-1.2	0	-4	-6	-7	3	O=C(Nc1ccncc1)c1ccc(NS(=O)(=O)c2cccc(F)c2)cc1
-5	0	0	0.0	-1	2	-17	19	-9	CC1CCC(N2CCN(S(C)(=O)=O)CC2)CC1 (stereo unspecified)
4	0	4	4.4	-2	-4	-10	7	9	Cc1ccn2c(/C=N/OCc3cccc(F)c3)c(-c3ccc(Cl)cc3)nc2c1
1	2	3	.	3	-11	.	-4	.	Clc1ccc(N2O[C@H]3C=C[C@@H]2C3)nc1
1	1	0	-1.4	1	7	6	6	3	Cc1ccc2c(CSc3nnnn3C)cc(=O)oc2c1

# Next compounds
CHRM4 PAM	M4 ag	M5 PAM	CRFR2-BP ag	CHRM5 agonist	M5 antag	CRFR2-BP antag	M4 antag	IDE inh	Compound
9	1	6	-1.4	4	7	-12	-6	6	O=C(CSc1nc2ccccc2c(=O)[nH]1)Nc1ccc(C(=O)O)cc1
2	-2	-4	-1.7	-2	6	8	-5	0	CCOc1ccc(OCc2ccc(C(=O)Nc3ccc(Cl)cn3)o2)cc1
-12	1	-6	-0.1	-5	2	8	-6	3	COc1ccccc1Oc1coc2c(CN3CCOCC3)c(O)ccc2c1=O
-3	0	-1	4.3	-3	1	17	5	7	CC1CC(C)CN(CCCNC(=O)C2CCN(S(=O)(=O)N3CCCCC3)CC2)C1 (stereo unspecified)
-2	-1	-4	0.5	2	-2	5	8	4	Cc1ccccc1C(=O)Oc1ccc(-c2csnn2)cc1
4	0	12	-1.9	3	-17	-2	-7	-4	CCSc1nc2ccccc2n1CC(=O)N1CCOCC1
-5	1	-5	0.3	1	6	98*	-10	-12	CCN(C(=O)CSc1cc(C)c2ccc(OC)cc2n1)C1CCS(=O)(=O)C1 (stereo unspecified)
-3	10	-12	0.4	-3	11	14	-2	5	CC(C)Oc1ccc(CNC(=S)Nc2ccccc2)cc1Cl
3	1	6	-1.3	1	6	-39	1	3	O=C(CCSc1nnc2ccccn12)Nc1ccc2c(c1)OCO2
5	1	-1	-1.0	-2	3	-3	-16	2	CC(C)C(OC(=O)CN1C(=O)c2ccccc2C1=O)C(=O)NC1CCCC1 (stereo unspecified)
1	1	2	-0.9	2	6	-1	17	0	C=CCN(CC(=O)NC1CCS(=O)(=O)C1)S(=O)(=O)c1ccccc1C(F)(F)F (stereo unspecified)
6	1	-5	-1.4	5	8	-10	-6	1	O=C(Cn1cnc2ccccc2c1=O)NNC(=O)c1ccccc1
5	0	-7	0.1	-13	-5	8	0	0	CCN1CCN(C(=O)CN(Cc2ccccc2)S(C)(=O)=O)CC1
5	0	-4	.	-1	8	.	-12	.	COCCCN1C(=O)C(CC(=O)NCCc2ccccn2)CC(C(=O)N(C(C)C)C(C)C)=C1C (stereo unspecified)
10	0	-6	0.8	1	12	2	-12	6	CCN(CC(=O)NCc1cccs1)C(=O)c1ccc(NS(=O)(=O)c2ccc(F)cc2)cc1
2	10	-6	-0.5	2	-1	3	1	1	Cc1ccc(NC(=O)CN(c2ccc3c(c2)OCO3)S(=O)(=O)c2c(C)n[nH]c2C)cc1
0	2	-2	-2.7	0	2	3	4	.	Cc1ccc(S(=O)(=O)/N=C2\C=C(NS(=O)(=O)c3ccc(C)cc3)C(=O)c3ccccc32)cc1
10	1	-4	-0.1	-2	-1	-29	-5	5	O=C(Cn1cccc1C(=O)c1ccccc1)NCc1ccc2c(c1)OCO2
36*	3	11	-1.4	2	3	9	3	8	CSCCC(NC(=O)OC(C)(C)C)C(=O)NC(CC(C)C)C(N)=O (stereo unspecified)
4	2	-4	1.5	1	-4	-39	3	1	COc1ccccc1NC(=O)CSc1ncn(-c2ccccc2)n1
-4	1	-4	-6.5	-2	-3	-8	1	1	Cc1ccc(/C=C/C(=O)Nc2ccc(N(C)C)cc2)o1
5	1	0	-4.8	-1	-5	19	-6	-6	COC(C(=O)Nc1ccc(Cl)cc1C)c1ccccc1 (stereo unspecified)
2	1	-2	0.9	0	-4	11	-9	0	Cc1ccc2c(Cl)c(C(=O)Nc3ccc4c(c3)OCO4)sc2c1
6	0	0	-1.9	-5	-7	14	9	5	O=C(Nc1ccccn1)c1csc2c1CCCC2
0	1	-1	.	-2	3	.	-8	.	CCCNC(=O)c1cc(C2CCCCN2S(=O)(=O)Cc2cccc(C(F)(F)F)c2)on1 (stereo unspecified)
4	0	3	-1.3	2	-4	-1	-6	8	Cc1ccc(N=C2NC(=O)CC(C(=O)Nc3ccc4c(c3)OCO4)S2)cc1 (stereo unspecified)
4	-1	4	-3.8	1	3	63*	-2	0	Cc1ccc(NS(=O)(=O)c2ccc(N/N=C/c3ccccc3OCC(=O)O)c([N+](=O)[O-])c2)c(C)c1
5	3	3	-0.1	0	6	-6	0	10	N#Cc1nc(COc2ccc(F)cc2)oc1N1CCCCC1
-1	0	-5	-0.5	-3	-3	1	-3	.	O=[N+]([O-])c1ccc(COc2ccccc2CN2CCCC2)cc1
1	2	-19	-0.3	-2	11	3	0	.	Cc1sc2nc(SCC(=O)Nc3ccc(Cl)c(C(=O)O)c3)[nH]c(=O)c2c1C

# The closing 4 records of the section above open the next one:
CHRM4 PAM	M4 ag	M5 PAM	CRFR2-BP ag	CHRM5 agonist	M5 antag	CRFR2-BP antag	M4 antag	IDE inh	Compound
4	-1	4	-3.8	1	3	63*	-2	0	Cc1ccc(NS(=O)(=O)c2ccc(N/N=C/c3ccccc3OCC(=O)O)c([N+](=O)[O-])c2)c(C)c1
5	3	3	-0.1	0	6	-6	0	10	N#Cc1nc(COc2ccc(F)cc2)oc1N1CCCCC1
-1	0	-5	-0.5	-3	-3	1	-3	.	O=[N+]([O-])c1ccc(COc2ccccc2CN2CCCC2)cc1
1	2	-19	-0.3	-2	11	3	0	.	Cc1sc2nc(SCC(=O)Nc3ccc(Cl)c(C(=O)O)c3)[nH]c(=O)c2c1C
1	2	-6	1.0	-3	27*	-3	7	0	CCN(CC(=O)Nc1c(F)cccc1F)C(=O)/C=C/c1cn(Cc2ccccc2)nc1-c1cccnc1
4	-1	1	-0.9	1	6	3	1	-4	O=S1(=O)CCO[C@H]2Cc3ccccc3[C@H]2N1Cc1ccc(F)cc1
0	1	-6	-1.2	-1	17	-5	11	-4	O=C(COC(=O)c1cc(S(=O)(=O)N2CCCCC2)ccc1Cl)NC1CCS(=O)(=O)C1 (stereo unspecified)
20	0	8	-2.0	0	-12	17	3	3	COc1ccc(Cl)cc1NC(=O)NC(C)c1ccncc1 (stereo unspecified)
-1	7	-6	3.3	3	13	-18	11	0	CN(C)S(=O)(=O)c1cccc(NC(=O)COC(=O)c2cc(-c3cccc(Br)c3)nc3ccccc23)c1
2	0	0	-0.2	3	1	29	0	1	CCOC(=O)N1CCN(C(=O)CCCOc2ccccc2)CC1
-9	8	-13	1.0	8	17	3	3	4	C=Cc1ccc(Cn2nc(-c3ccccc3)ccc2=O)cc1
9	-1	5	-2.4	0	-6	22	-3	2	O=c1[nH]n2c(=O)c3c([nH]c2c1N=Nc1cccc(Cl)c1)CCC3
6	0	-4	1.5	-3	-15	6	-4	3	CCOC(=O)COc1ccc(Cl)cc1C1NC(=O)NC(C)=C1C(C)=O (stereo unspecified)
-4	3	-10	0.6	-3	-9	-7	-3	-2	O=C(c1ccc(F)cc1)N(NC(=O)C(O)(c1ccccc1)c1ccccc1)c1ccccc1
-5	0	2	-0.4	-1	-5	0	-13	4	c1ccc([C@H]2CN3CCSC3=N2)cc1
